CCR6 antag: CCR6 (human) receptor antagonism; AID 493098; CHO-K1 CCR6 PathHunter beta-arrestin, luminescence, CCL20-stimulated; inhibition, % at 20 µM; P51684; 340,000 compounds, 0.49% hits;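 active means compounds whose inhibition of the agonist-driven luminescence signal at 20 µM reaches about 50%, limit read from the data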;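 further: cells stimulated with CCL20 at 14 nM final; plate controls were DMSO with CCL20 for no effect and DMSO without agonist for full effect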
Target sequence (P51684 whole entry, looked up): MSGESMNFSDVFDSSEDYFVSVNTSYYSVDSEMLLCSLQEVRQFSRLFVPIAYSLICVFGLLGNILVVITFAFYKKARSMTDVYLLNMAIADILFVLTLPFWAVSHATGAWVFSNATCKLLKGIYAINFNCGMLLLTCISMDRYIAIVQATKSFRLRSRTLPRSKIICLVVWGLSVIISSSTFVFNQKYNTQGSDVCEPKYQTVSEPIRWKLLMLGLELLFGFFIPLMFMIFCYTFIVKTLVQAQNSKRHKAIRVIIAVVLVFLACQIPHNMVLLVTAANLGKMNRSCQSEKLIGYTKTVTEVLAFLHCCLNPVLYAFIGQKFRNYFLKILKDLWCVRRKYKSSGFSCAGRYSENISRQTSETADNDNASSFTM
CHOP UPR activ: apoptotic UPR (CHOP) activation; CHO-CHOP luciferase reporter, luminescence; percent of tunicamycin response over DMSO baseline; activation, % at 10 µM; 330,000 compounds, 0.34% hits; AID 449763;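 active means at 10 µM dose, activation of 40% or more, normalized to positive control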;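 further: 100% = tunicamycin at 10 µg/mL and 0% = DMSO alone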
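Dosing – one dose, 10 µM in 0.5% DMSO · System – CHO-CHOP cells, stable luciferase reporter of PERK-eIF2a-CHOP signalling · Input – 500 cells/well · Control set – tunicamycin 10 µg/mL final as positive, DMSO-only wells as negative · Timing – 6 h compound treatment, 37 °C · Measure – % activation vs tunicamycin · Technique – luminescence read with Steady-Glo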
697 NFkB inh: lowers PMA/ionomycin-induced NF-kB signal in 697 B cells; 697 B-cell NF-kB luciferase reporter, 16 h; inhibition, % at 4 µM; 330,000 compounds, 0.33% hits; AID 435022; in the data active means inhibition above about 35%
Jurkat NFkB inh: lowers PMA/ionomycin-induced NF-kB signal in Jurkat cells. PMA/ionomycin-induced NF-kB luciferase reporter, luminescence. inhibition, % at 4 µM. 330,000 compounds, 0.53% hits; in the data active means inhibition above about 50%
Mdm2-MdmX inh: human Mdm2/MdmX binding inhibition; AID 485346; SaOS-2 split-luciferase Mdm2/MdmX complementation, luminescence; inhibition, % at 8 µM; 330,000 compounds, 3% hits; O15151+Q00987;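 active means inhibition of at least 50% at 8 µM in the primary screen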
CXCR6 block: blocks human CXCR6 beta-arrestin recruitment | CHO-K1 PathHunter CXCR6 beta-arrestin, luminescence | AID 602244 | 360,000 compounds, 0.36% hits | inhibition, % at 20 µM | O00574; in the data active means inhibition above about 34%, passing the limit was not always enough;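 further: antagonist mode with CXCL16 agonist at 10 nM final; 0% = 10 nM CXCL16 with DMSO and 100% = unstimulated wells without agonist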
Target sequence (O00574 whole entry, looked up): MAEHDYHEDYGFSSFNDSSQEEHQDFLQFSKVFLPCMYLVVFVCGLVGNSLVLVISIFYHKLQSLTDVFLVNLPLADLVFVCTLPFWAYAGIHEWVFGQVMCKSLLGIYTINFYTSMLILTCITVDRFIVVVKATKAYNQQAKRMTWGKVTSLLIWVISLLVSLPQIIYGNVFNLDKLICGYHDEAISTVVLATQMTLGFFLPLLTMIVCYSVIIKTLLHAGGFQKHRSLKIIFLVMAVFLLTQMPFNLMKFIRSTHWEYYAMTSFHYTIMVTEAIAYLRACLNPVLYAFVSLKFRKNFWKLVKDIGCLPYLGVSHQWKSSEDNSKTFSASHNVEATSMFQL
UPR XBP1 act: adaptive UPR (XBP1) activation; CHO-XBP1 luciferase reporter, IRE1-XBP1 UPR activation, luminescence; percent of tunicamycin response, DMSO as zero; activation, % at 20 µM; 330,000 compounds, 0.33% hits; AID 463104;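 active means versus positive control, 20 µM dose yields 30% or more activation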;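 further: 100% = tunicamycin at 10 µg/mL and 0% = DMSO only wells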
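Assay system: IRE1-XBP1 luciferase reporter CHO line. Input: 1000 cells/well. Buffer or medium: F12 with 10% serum. Doses: 20 µM, 1% DMSO. Times: overnight seeding at 37 °C, 6 h compound treatment at 37 °C. Technique: Steady-Glo luciferase glow luminescence, 10 min after reagent addition.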
Gli-Sufu antag: blocks Gli-Sufu signaling in a luciferase reporter | Sufu-KO-LIGHT fibroblasts, Gli luciferase reporter luminescence | inhibition, % at 5 µM | 340,000 compounds, 0.74% hits | AID 588413;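 active means inhibition above about 55%, limit read from the data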;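 further: 0% = DMSO-treated cells and 100% = wells with medium but no cells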
EBI2 antag: antagonists of human EBI2 receptor. P32249. EBI2 beta-arrestin recruitment, luminescence, 7a,25-OHC stimulated. inhibition, % at 5 µM. 360,000 compounds, 0.81% hits; in the data active means inhibition above about 38%;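 further: enzyme fragment complementation signal reports receptor beta-arrestin coupling in cells; 0% = agonist plus DMSO wells and 100% = wells without agonist; some results beyond the cut were filed as inactive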
An asterisk follows results filed as active; . = no result given.

SMILES	CCR6 antag	CHOP UPR activ	697 NFkB inh	Jurkat NFkB inh	Mdm2-MdmX inh	CXCR6 block	UPR XBP1 act	Gli-Sufu antag	EBI2 antag
Cc1ccc(N=C2NC(=O)c3cc([N+](=O)[O-])ccc32)cc1	5	2.3	8	4	-18	-7	-2	-1	-1
O=C(COC(=O)c1cc(S(=O)(=O)N2CCCCC2)ccc1N1CCOCC1)c1ccc(F)cc1	17	1.7	4	3	14	2	0	0	7
Cc1ccc2[nH]c(=O)c3cc(C(=O)NC(C)C)sc3c2c1	4	2.2	17	-4	14	3	1	-15	8
O=C(COc1cc(O)c2c(=O)cc(-c3ccccc3)oc2c1)c1ccccc1	12	1.4	10	6	33	2	0	5	6
Cc1oc(-c2cccc(C(F)(F)F)c2)nc1CN1CCN(c2ccccn2)CC1	15	-0.7	10	0	31	4	-1	14	0
CCN(C(=O)COC(=O)C1CC1C)c1c(N)n(Cc2ccccc2)c(=O)[nH]c1=O (configuration not stated)	-3	2.0	14	2	-6	-8	3	-5	-1
COC(=O)CNC(=O)C(Cc1ccccc1)NS(=O)(=O)c1ccc2c(c1)c(=O)n(C)c(=O)n2C (configuration not stated)	-2	-0.6	27	5	-2	1	-1	4	-6
Cc1cc(C)c(NC(=O)C[N+](C)(C)CC(O)COc2cccc3ccccc23)c(C)c1 (configuration not stated)	8	2.0	9	-15	13	-4	-2	11	-1
NS(=O)(=O)c1ccc(S(=O)(=O)N2CCCC2)cc1	-5	1.2	11	-19	-7	3	2	-1	-4
COc1ccc(NC(=O)C2=C(C)NC(=O)NC2c2ccccc2[N+](=O)[O-])cc1 (configuration not stated)	12	-2.6	16	3	-6	-3	-3	-11	-3
Cc1ccc(C)c(N2CCN(C(=O)C3CCCN(S(=O)(=O)c4c(C)noc4C)C3)CC2)c1 (configuration not stated)	3	6.2	-42	11	27	-9	1	40	16
CCSC1=C(C#N)C2(CCCCC2)C2=C(CC(C)(C)CC2=O)N1	14	1.3	2	-14	6	0	-2	-6	5
Cc1ccc(S(=O)(=O)N2CCCCC2)cc1NC(=O)c1cncc(Br)c1	9	1.5	-38	-8	3	5	-4	-4	6
Cc1ccc(N2C(S)=C(C#N)C(=O)NC2c2ccco2)cc1 (configuration not stated)	21	-1.9	8	6	-12	1	-2	28	4
CCO[C@H]1OC(C(=O)NCc2nc3ccccc3[nH]2)=C[C@@H](c2ccc(C(F)(F)F)cc2)[C@@H]1CCCO	11	-0.6	3	25	32	-2	-4	25	9
CCOCC(=O)Nc1cc(C(=O)Nc2cc(C)cc(C)c2)ccc1Cl	.	4.2	0	-19	-25	.	-1	.	.
N#CCCN(C(=O)COc1ccc(Br)cc1F)c1ccc(F)cc1	3	-0.7	16	0	15	2	2	7	3
O=C(CCN1C(=O)C2C3C=CC(C4CC34)C2C1=O)Nc1ccc(Cl)cc1O (configuration not stated)	12	1.0	21	-2	12	-2	-5	22	-14
COc1ccc(Cc2nnc(NC(=O)c3cccc([N+](=O)[O-])c3)s2)cc1	0	0.7	-4	-4	-5	2	0	-7	-11
COc1ccc(-c2n[nH]c(=S)n2-c2ccc(Br)cc2)cc1OC	-4	1.9	0	-11	-11	-2	0	50	-5
O=C(COC(=O)c1cccc(S(=O)(=O)N2CCCCC2)c1)NC1CCCc2ccccc21 (configuration not stated)	6	-1.0	-27	7	-2	2	-2	-4	-13
CCn1c(SCC(=O)Nc2nccs2)nnc1-c1cc2cccc(OC)c2o1	5	-0.3	18	11	29	-5	-2	16	0
COc1ccccc1-n1c(CCn2nc(C)c(Br)c2C)n[nH]c1=S	-41	0.6	-9	-11	-7	4	2	1	1
CC(=O)Nc1cccc(OCC(=O)NS(=O)(=O)c2ccc(C)cc2)c1	3	0.2	19	0	-27	8	-1	4	-12
Cc1ccc(-c2n[nH]c(=S)n2/N=C/c2c(C)nn(-c3ccccc3)c2C)cc1	21	1.0	4	7	-20	21	5	3	3

Already shown: an excerpt of the list.
SMILES	CCR6 antag	CHOP UPR activ	697 NFkB inh	Jurkat NFkB inh	Mdm2-MdmX inh	CXCR6 block	UPR XBP1 act	Gli-Sufu antag	EBI2 antag
CCSC1=C(C#N)C2(CCCCC2)C2=C(CC(C)(C)CC2=O)N1	14	1.3	2	-14	6	0	-2	-6	5
Cc1ccc(S(=O)(=O)N2CCCCC2)cc1NC(=O)c1cncc(Br)c1	9	1.5	-38	-8	3	5	-4	-4	6
Cc1ccc(N2C(S)=C(C#N)C(=O)NC2c2ccco2)cc1 (configuration not stated)	21	-1.9	8	6	-12	1	-2	28	4
CCO[C@H]1OC(C(=O)NCc2nc3ccccc3[nH]2)=C[C@@H](c2ccc(C(F)(F)F)cc2)[C@@H]1CCCO	11	-0.6	3	25	32	-2	-4	25	9
CCOCC(=O)Nc1cc(C(=O)Nc2cc(C)cc(C)c2)ccc1Cl	.	4.2	0	-19	-25	.	-1	.	.
N#CCCN(C(=O)COc1ccc(Br)cc1F)c1ccc(F)cc1	3	-0.7	16	0	15	2	2	7	3
O=C(CCN1C(=O)C2C3C=CC(C4CC34)C2C1=O)Nc1ccc(Cl)cc1O (configuration not stated)	12	1.0	21	-2	12	-2	-5	22	-14
COc1ccc(Cc2nnc(NC(=O)c3cccc([N+](=O)[O-])c3)s2)cc1	0	0.7	-4	-4	-5	2	0	-7	-11
COc1ccc(-c2n[nH]c(=S)n2-c2ccc(Br)cc2)cc1OC	-4	1.9	0	-11	-11	-2	0	50	-5
O=C(COC(=O)c1cccc(S(=O)(=O)N2CCCCC2)c1)NC1CCCc2ccccc21 (configuration not stated)	6	-1.0	-27	7	-2	2	-2	-4	-13
CCn1c(SCC(=O)Nc2nccs2)nnc1-c1cc2cccc(OC)c2o1	5	-0.3	18	11	29	-5	-2	16	0
COc1ccccc1-n1c(CCn2nc(C)c(Br)c2C)n[nH]c1=S	-41	0.6	-9	-11	-7	4	2	1	1
CC(=O)Nc1cccc(OCC(=O)NS(=O)(=O)c2ccc(C)cc2)c1	3	0.2	19	0	-27	8	-1	4	-12
Cc1ccc(-c2n[nH]c(=S)n2/N=C/c2c(C)nn(-c3ccccc3)c2C)cc1	21	1.0	4	7	-20	21	5	3	3

(more compounds)
SMILES	CCR6 antag	CHOP UPR activ	697 NFkB inh	Jurkat NFkB inh	Mdm2-MdmX inh	CXCR6 block	UPR XBP1 act	Gli-Sufu antag	EBI2 antag
Cn1c(N)c(C(=O)COC(=O)C2CCCCC2)c(=O)n(C)c1=O	-3	0.2	25	-5	6	-8	-1	0	-2
Cc1ccc(NC(=O)CC(C)CC2=NS(=O)(=O)c3ccccc3N2)cc1 (configuration not stated)	9	-0.7	-4	2	-9	-8	0	-19	-5
O=C(COC(=O)c1ccc2c(c1)OCO2)NC1CCS(=O)(=O)C1 (configuration not stated)	3	-0.4	18	-7	14	8	-1	7	3
CC1CC(c2ccccc2)n2nc(N3C(=O)c4ccccc4C3=O)nc2N1 (configuration not stated)	6	0.3	9	3	6	-3	-1	4	2
CC(=O)Nc1ccc(NC(=O)C(C)OC(=O)CCCc2c[nH]c3ccccc23)cc1 (configuration not stated)	6	4.4	22	15	4	5	1	-11	-6
O=C(Nc1ccc2nc3n(c(=O)c2c1)CCCC3)c1cc([N+](=O)[O-])ccc1F	-3	13	-3	-2	100*	-14	-1	5	-6
C=CCNc1ccc(N2C(=O)CCCC2=O)cc1[N+](=O)[O-]	1	0.5	0	-13	-4	2	-2	10	-6
CC(C)NS(=O)(=O)c1cc(C(=O)O)ccc1Cl	1	1.1	3	4	8	-5	-1	-3	-19
CCCN1CCN(C(=S)Nc2ccccc2C(F)(F)F)CC1	7	1.3	14	8	9	0	1	1	-11
CCOc1cccc2cc(C(=O)N3CC(C)OC(C)C3)c(=O)oc12 (configuration not stated)	-2	32	9	12	0	-8	1	3	-8
Cc1ccc(NC(=O)Cc2c(O)c3ccccc3[nH]c2=O)c(C)c1	2	1.4	-3	-3	-5	-12	0	-3	3
CCCCN1C=C(C(=O)OCC)C(=O)CC1	6	.	.	.	.	4	.	1	-3
COc1ccccc1N1CCN(C(=O)C2CCN(S(=O)(=O)c3ccc(Cl)cc3)CC2)CC1	16	3.0	7	3	23	-11	-2	11	9
CN(CC(=O)N1CCc2ccccc21)S(=O)(=O)c1cccs1	15	2.5	-66	-72	-11	-7	0	-72	-10
COc1cc(-c2nnc(COc3ccc(Cl)cc3C)o2)cc(OC)c1OC	9	-3.9	16	4	36	2	-3	7	-2
CCOc1ccc(S(=O)(=O)N(CC)CC)cc1NS(=O)(=O)c1ccc(F)c(F)c1F	-1	-1.0	12	4	1	1	0	8	4
Cc1cc(SCC(=O)Nc2cccc(S(=O)(=O)N3CCOCC3)c2)nc2ccccc12	-6	-0.9	3	-8	26	-3	-3	-2	4
CCCCCCc1ccc(N2C[C@H](Cc3ccccc3)[C@@H](CC(=O)Nc3ccccc3)C2=O)cc1	20	-0.4	6	6	39	15	-2	-4	8
Cc1c(CNC2CCC(C)CC2)c(C(=O)O)c(C)n1Cc1ccccc1 (configuration not stated)	1	2.3	5	-4	-4	-3	0	-2	-3

Source: PubChem BioAssay
